Peg3 prom inh – Peg3 promoter-driven luciferase inhibitors, primary screen, cell-based, HeLa, luciferase luminescence; HeLa PEG-Prom luciferase reporter, overnight; inhibition, % at 20 µM; 1.7% of 360,000 active;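 active = inhibition of at least 50% at 20 µM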
Shn3 inh set2 – reduction of Shn3 3'UTR firefly luciferase signal, primary screen, Schnurri-3 inhibitor project, cell-based, Clone20 osteoblasts, set 2; 0.52% of 360,000 active; AID 588674, 2011; Clone20 osteoblast Shn3 3'UTR firefly luciferase, 24 h; inhibition, % at 12.5 µM;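 active = mean inhibition of at least 75% with every replicate also reaching 75%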;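 also: 0% = median of neutral control wells and 100% = pilot-screen positive control compound; some compounds past the cut are filed as inactive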
NR2E3 ag-1 – inhibitors of NR2E3-RetCOR corepressor binding, primary screen, NR2E3 agonist project, biochemical, TR-FRET, GST-NR2E3, biotin-RetCOR | 1536-well | inhibition of corepressor binding, % at 4.78 µM | 0.12% of 320,000 active | AID 2300, 2010;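 active = percent inhibition above the cutoff of mean plus 3 SD of all tested compounds, set per screening campaign, cut at about 20% in these data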;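 also: 0% = DMSO wells and 100% = biotin wells as full block of FRET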
Target sequence (Q9Y5X4 whole entry, looked up): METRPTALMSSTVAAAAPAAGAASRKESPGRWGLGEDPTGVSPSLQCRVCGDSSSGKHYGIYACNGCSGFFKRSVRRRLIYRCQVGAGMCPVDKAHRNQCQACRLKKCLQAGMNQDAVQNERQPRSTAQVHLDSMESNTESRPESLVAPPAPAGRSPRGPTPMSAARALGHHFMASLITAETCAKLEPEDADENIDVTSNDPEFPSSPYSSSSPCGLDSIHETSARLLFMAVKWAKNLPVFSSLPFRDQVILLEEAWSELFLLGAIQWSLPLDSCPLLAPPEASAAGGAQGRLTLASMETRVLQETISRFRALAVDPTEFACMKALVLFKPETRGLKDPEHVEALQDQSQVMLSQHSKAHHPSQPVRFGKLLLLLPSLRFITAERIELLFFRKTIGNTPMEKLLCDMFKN
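Material: NR2E3–RetCOR corepressor complex / Incubation: Compound–protein incubation for 5 h at 4 °C / Dosing: compound at 4.8 µM, single dose / Detection: time-resolved FRET / Benchmarks: high control biotin, low control 0.6% DMSO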
CF NFkB block – inhibitors of PAF-induced NF-kB signaling, primary screen, cell-based, GFP fluorescence, uHTS | 0.86% of 360,000 active | KKLEB NF-kB-GFP reporter, GFP fluorescence overnight | inhibition, % at 5 µM | AID 588850, 2011;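 active = at least 50% inhibition at 5 µM, scaled per plate between neutral and stimulator controls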;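 also: PAF is a Pseudomonas aeruginosa culture filtrate used as stimulus; plate controls were PAF-stimulated DMSO wells for no effect and unstimulated DMSO wells for full effect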
HIF-2a inh – HIF-2a reporter inhibitors, primary screen, luminescence, 786-0 RCC cells; AID 624352, 2012; inhibition, % at 18.8 µM; 786-0 RCC cells HIF-2a reporter, luciferase luminescence, overnight; 0.72% of 360,000 active;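 active = inhibition of the luminescence signal of 40% or more relative to plate controls, in a single-dose primary screen at 18.75 µM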
NR2E3 ag-2 – NR2E3 agonists in two-hybrid cells, primary screen, cell-based, luminescence, CHO-S, Gal4-NCOR/VP16-NR2E3 | Photoreceptor-specific nuclear receptor (Homo sapiens), Q9Y5X4 | luciferase | inhibition of corepressor binding, % at 3.98 µM | 0.35% of 360,000 active | AID 602229, 2012;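 active = inhibition above the mean of all tested compounds plus 3 SD, cut at about 70% in these data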;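 also: 0% = DMSO with NR2E3 transfected cells and 100% = cells lacking NR2E3 construct; higher means lower luciferase signal from less NR2E3 corepressor binding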
LMP1 NFkB inh – EBV LMP1-driven NF-kappaB luciferase reporter inhibitors, primary screen, cell-based, luminescence, single point; 0.69% of 350,000 active; inhibition, % at 12.5 µM; LMP1-induced NF-kappaB luciferase reporter cells; AID 504558, 2011; in the data active = inhibition above about 41%;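 also: 0% = neutral control wells and 100% = reference inhibitor control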
iPSC survival up – enhancers of single-cell hiPSC survival, primary screen, ATPlite luminescence; survival enhancement, % at 20 µM; 0.044% of 360,000 active; 100% = ROCK inhibitor wells, 0% = DMSO; in the data active = survival enhancement above about 18%;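 also: cells exposed to compounds for 16 hours before the ATP read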
C8 TRAIL sens – viability loss with TRAIL in NB7+C8 cells, primary screen, TRAIL sensitizer project, cell-based, ATPlite luminescence. 1% of 360,000 active. AID 624354, 2012. inhibition (viability loss, TRAIL sensitization), % at 10 µM;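 active = compounds causing at least 50% loss of cell viability in the single-dose screen, relative to plate controls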
TRPM1 prom inh – inhibitors of MITF-dependent TRPM1 promoter reporter, primary screen, cell-based, SK-MEL-5, single point, luciferase; 0.83% of 330,000 active; SK-MEL-5 TRPM1 promoter luciferase, 24 h; inhibition, % at 12.5 µM;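 active = mean inhibition across replicates of 60% or more, whatever share of single replicates reaches that level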; also: values of inactives mirror those of a sister screen read the other way
KKLEB cytotox – cytotoxicity in KKLEB CF airway cells, primary screen, cytotoxicity control for CF NF-kB inhibitor project, cell-based, uHTS, fluorescence assay plates. activity change (cytotoxicity), % at 5 µM. KKLEB CF airway cells viability, ATPlite luminescence, overnight; active compounds read low; cells stimulated with P. aeruginosa culture filtrate. 0.36% of 360,000 active;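 active = corrected activity change at or below -50% at 5 µM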
Numbers without * were called inactive. The list is partial; the hit share may differ from the screen's.

`COc1cc(NC(=O)c2ccc(C(C)(C)C)cc2)c(OC)cc1NC(=O)CN1CCCCC1` gave Peg3 prom inh 36, Shn3 inh set2 13, NR2E3 ag-1 5, CF NFkB block 32, HIF-2a inh -37, NR2E3 ag-2 9, LMP1 NFkB inh 1, iPSC survival up 2.3, C8 TRAIL sens 18, TRPM1 prom inh -8 and KKLEB cytotox -10.
Screening CCn1c(C)c(C)c2cc(C(=O)N3CCN(c4cccc(C)c4C)CC3)ccc21 returned Peg3 prom inh 18, Shn3 inh set2 31, NR2E3 ag-1 -1, CF NFkB block -5, HIF-2a inh -31, NR2E3 ag-2 -15, LMP1 NFkB inh 3, iPSC survival up -0.3, C8 TRAIL sens -1, TRPM1 prom inh 2 and KKLEB cytotox -8.
For CC1CCc2c(sc3nc(CSc4ncn[nH]4)[nH]c(=O)c23)C1 (stereo not given) the results were Peg3 prom inh -133, Shn3 inh set2 -5, NR2E3 ag-1 -1, CF NFkB block 26, HIF-2a inh 23, NR2E3 ag-2 -88, LMP1 NFkB inh 1, iPSC survival up -1.3, C8 TRAIL sens -2, TRPM1 prom inh 16 and KKLEB cytotox 4.
`O=C1NCC(O)=C1C=NCCO` gave Peg3 prom inh 10, Shn3 inh set2 10, NR2E3 ag-1 -2, CF NFkB block 2, HIF-2a inh 16, NR2E3 ag-2 -20, LMP1 NFkB inh -3, iPSC survival up 1.9, C8 TRAIL sens -7, TRPM1 prom inh -25 and KKLEB cytotox 0.
Screening CN1CC[n+]2cnc3ccccc3c21 returned Peg3 prom inh 1, Shn3 inh set2 18, NR2E3 ag-1 4, CF NFkB block 16, HIF-2a inh 15, NR2E3 ag-2 -6, LMP1 NFkB inh -5, iPSC survival up 3.0, C8 TRAIL sens 7, TRPM1 prom inh 3 and KKLEB cytotox -5.
Cc1sc(NC(=O)C2=COCCO2)nc1-c1ccc(Cl)cc1 was read as Peg3 prom inh -119, Shn3 inh set2 -22, NR2E3 ag-1 -2, CF NFkB block 29, HIF-2a inh -98, NR2E3 ag-2 -20, LMP1 NFkB inh -11, iPSC survival up 2.6, C8 TRAIL sens -7, TRPM1 prom inh -50 and KKLEB cytotox -13.
For COc1ccc(S(=O)(=O)N2CCN(c3cc(-c4ccccc4)nc4ncnn34)CC2)cc1 the results were Peg3 prom inh 32, Shn3 inh set2 87*, NR2E3 ag-1 -2, CF NFkB block -2, HIF-2a inh 2, NR2E3 ag-2 4, LMP1 NFkB inh -13, iPSC survival up -3.4, C8 TRAIL sens 15, TRPM1 prom inh 20 and KKLEB cytotox 6.
`COC(=O)Cn1c(CN2CCOCC2)nc2c1c(=O)[nH]c(=O)n2C` gave Peg3 prom inh -5, Shn3 inh set2 -90, NR2E3 ag-1 10, CF NFkB block 28, HIF-2a inh 9, NR2E3 ag-2 -8, LMP1 NFkB inh -23, iPSC survival up -0.9, C8 TRAIL sens -15, TRPM1 prom inh 1 and KKLEB cytotox -20.
For Cc1c(CNC(=O)c2c([N+](=O)[O-])cnn2C)cnn1C the results were Peg3 prom inh 12, Shn3 inh set2 -3, NR2E3 ag-1 0, CF NFkB block 4, HIF-2a inh -4, NR2E3 ag-2 -7, LMP1 NFkB inh -1, iPSC survival up 0.1, C8 TRAIL sens -7, TRPM1 prom inh 9 and KKLEB cytotox -10.
Screening CC(=O)N1N=C(c2c(-c3ccccc3)c3cc(Br)ccc3[nH]c2=O)CC1c1ccco1 (stereo not given) returned Peg3 prom inh 38, Shn3 inh set2 22, NR2E3 ag-1 0, CF NFkB block 34, HIF-2a inh 0, NR2E3 ag-2 -52, LMP1 NFkB inh 2, iPSC survival up -0.7, C8 TRAIL sens 6, TRPM1 prom inh 7 and KKLEB cytotox -10.
Screening COc1ccc(CCNC(=O)Cc2ccc([N+](=O)[O-])cc2)cc1OC returned Peg3 prom inh 11, Shn3 inh set2 12, NR2E3 ag-1 -3, CF NFkB block -2, HIF-2a inh 11, NR2E3 ag-2 -28, LMP1 NFkB inh -2, iPSC survival up 0.4, C8 TRAIL sens -6, TRPM1 prom inh 16 and KKLEB cytotox -7.
`CC(=O)c1ccc(OCC(C)C)c(CC(C(N)=O)C(N)=O)c1` gave Peg3 prom inh 1, Shn3 inh set2 7, NR2E3 ag-1 -1, CF NFkB block -4, HIF-2a inh 4, NR2E3 ag-2 -6, LMP1 NFkB inh -7, iPSC survival up 0.5, C8 TRAIL sens 19, TRPM1 prom inh 8 and KKLEB cytotox -5.
For Cc1[nH][nH]c(=O)c1N=Nc1ccccc1Cl the results were Peg3 prom inh -88, Shn3 inh set2 -27, NR2E3 ag-1 1, CF NFkB block -13, HIF-2a inh -197, NR2E3 ag-2 -15, LMP1 NFkB inh -1, iPSC survival up -0.8, C8 TRAIL sens 3, TRPM1 prom inh -3 and KKLEB cytotox 11.
`COc1ccc(C(=O)NC(=S)NNC(=O)c2cnccn2)cc1` gave Peg3 prom inh -5, Shn3 inh set2 75, NR2E3 ag-1 -2, CF NFkB block -7, HIF-2a inh -30, NR2E3 ag-2 -19, LMP1 NFkB inh -7, iPSC survival up -1.3, C8 TRAIL sens 39, TRPM1 prom inh 0 and KKLEB cytotox 3.
CC(C)(C)NC(=O)/C(=C/c1ccccc1F)NC(=O)c1ccc([N+](=O)[O-])cc1 was read as Peg3 prom inh -4, Shn3 inh set2 -12, NR2E3 ag-1 5, CF NFkB block 4, HIF-2a inh 10, NR2E3 ag-2 -1, LMP1 NFkB inh 7, iPSC survival up -1.0, C8 TRAIL sens -3, TRPM1 prom inh 0 and KKLEB cytotox 13.
For CC(=O)/C=C(\C)N=Nc1c(O)[nH]c2ccccc12 the results were Peg3 prom inh -89, Shn3 inh set2 -56, NR2E3 ag-1 -5, CF NFkB block 0, HIF-2a inh -114, NR2E3 ag-2 -24, LMP1 NFkB inh -12, iPSC survival up -0.1, C8 TRAIL sens -8, TRPM1 prom inh 7 and KKLEB cytotox 4.
For CC(Sc1nnc(-c2cccnc2)n1C)C(=O)N1CCOCC1 (stereo not given) the results were Peg3 prom inh 0, Shn3 inh set2 44, NR2E3 ag-1 3, CF NFkB block -20, HIF-2a inh 8, NR2E3 ag-2 9, LMP1 NFkB inh 5, iPSC survival up -0.6, C8 TRAIL sens 0, TRPM1 prom inh -2 and KKLEB cytotox 10.
`COc1ccc(C(=O)Nc2cc(Cl)ccc2Cl)c(OC)n1` gave Peg3 prom inh -72, Shn3 inh set2 -21, NR2E3 ag-1 -2, CF NFkB block -8, HIF-2a inh -97, NR2E3 ag-2 -35, LMP1 NFkB inh -8, iPSC survival up 4.1, C8 TRAIL sens 6, TRPM1 prom inh -26 and KKLEB cytotox -8.
Screening CC1=NN(C(=O)CSCc2ccccc2)C(O)(c2ccccc2)C1 (stereo not given) returned Peg3 prom inh 21, Shn3 inh set2 7, NR2E3 ag-1 4, CF NFkB block -7, HIF-2a inh 21, NR2E3 ag-2 1, LMP1 NFkB inh 1, iPSC survival up -0.9, C8 TRAIL sens -1, TRPM1 prom inh -5 and KKLEB cytotox 1.
`Cc1ccc(CNC(=O)CCCNC(=O)c2ccc(Cl)cc2)n1C` gave Peg3 prom inh -14, Shn3 inh set2 11, NR2E3 ag-1 2, CF NFkB block -20, HIF-2a inh 15, NR2E3 ag-2 -5, LMP1 NFkB inh -4, iPSC survival up -1.1, C8 TRAIL sens 11, TRPM1 prom inh 7 and KKLEB cytotox -14.
For Cc1cccc(C(=O)NCCNC(=O)c2cnccn2)c1 the results were Peg3 prom inh 7, Shn3 inh set2 -10, NR2E3 ag-1 -2, CF NFkB block -6, HIF-2a inh 7, NR2E3 ag-2 -9, LMP1 NFkB inh 4, iPSC survival up -0.6, C8 TRAIL sens -9, TRPM1 prom inh 2 and KKLEB cytotox 1.
For O=C(O)C1=CC[C@@H](c2ccc(Cl)cc2)N(S(=O)(=O)c2ccc(Cl)cc2)C1 the results were Peg3 prom inh 2, Shn3 inh set2 -6, NR2E3 ag-1 3, CF NFkB block -1, HIF-2a inh 12, NR2E3 ag-2 -4, LMP1 NFkB inh -7, iPSC survival up -0.3, C8 TRAIL sens -10, TRPM1 prom inh 3 and KKLEB cytotox 19.
Clc1nc(CN2CCCCC2)nc2sc3c(c12)CCCC3 was read as Peg3 prom inh 4, Shn3 inh set2 -12, NR2E3 ag-1 0, CF NFkB block 46, HIF-2a inh -19, NR2E3 ag-2 -9, LMP1 NFkB inh -10, iPSC survival up -1.3, C8 TRAIL sens -7, TRPM1 prom inh 0 and KKLEB cytotox -11.
`COC(=O)c1scc2c(=O)cc(C(F)(F)F)[nH]c12` gave Peg3 prom inh -6, Shn3 inh set2 -12, NR2E3 ag-1 1, CF NFkB block 11, HIF-2a inh 13, NR2E3 ag-2 -32, LMP1 NFkB inh -2, iPSC survival up -1.9, C8 TRAIL sens -2, TRPM1 prom inh 2 and KKLEB cytotox -1.
`CCc1ccc(NC(=O)c2cc(-c3ccc(OC)cc3)on2)cc1` gave Peg3 prom inh 9, Shn3 inh set2 -4, NR2E3 ag-1 2, CF NFkB block 12, HIF-2a inh 6, NR2E3 ag-2 -21, LMP1 NFkB inh 3, iPSC survival up 0.3, C8 TRAIL sens -3, TRPM1 prom inh -10 and KKLEB cytotox 3.
O=C(NNC(=O)c1ccccc1Cl)c1ccc(-n2cncn2)c([N+](=O)[O-])c1 was read as Peg3 prom inh 5, Shn3 inh set2 -7, NR2E3 ag-1 1, CF NFkB block 1, HIF-2a inh 11, NR2E3 ag-2 -13, LMP1 NFkB inh 8, iPSC survival up -0.5, C8 TRAIL sens -6, TRPM1 prom inh -5 and KKLEB cytotox 7.
For Cc1ccc(C)c(N2CCN(Cc3nnnn3C3CCCCC3)CC2)c1 the results were Peg3 prom inh 17, Shn3 inh set2 2, NR2E3 ag-1 0, CF NFkB block 8, HIF-2a inh 10, NR2E3 ag-2 9, LMP1 NFkB inh -2, iPSC survival up 2.7, C8 TRAIL sens 5, TRPM1 prom inh 5 and KKLEB cytotox -6.

A portion from further up, as a working copy:
For CC(=O)/C=C(\C)N=Nc1c(O)[nH]c2ccccc12 the results were Peg3 prom inh -89, Shn3 inh set2 -56, NR2E3 ag-1 -5, CF NFkB block 0, HIF-2a inh -114, NR2E3 ag-2 -24, LMP1 NFkB inh -12, iPSC survival up -0.1, C8 TRAIL sens -8, TRPM1 prom inh 7 and KKLEB cytotox 4.
For CC(Sc1nnc(-c2cccnc2)n1C)C(=O)N1CCOCC1 (stereo not given) the results were Peg3 prom inh 0, Shn3 inh set2 44, NR2E3 ag-1 3, CF NFkB block -20, HIF-2a inh 8, NR2E3 ag-2 9, LMP1 NFkB inh 5, iPSC survival up -0.6, C8 TRAIL sens 0, TRPM1 prom inh -2 and KKLEB cytotox 10.

Compound activity (PubChem)
